From PubChem BioAssay
PglD inh – blocks C. jejuni PglD acetyltransferase activity. AID 602405. actives 0.098% (n = 360,000). purified PglD enzyme, DTNB colorimetric CoA detection. inhibition, % at 12.5 µM; in the data active means inhibition above about 16%, passing the limit was not always enough; further: strong numbers were not always called active
miR-122 sensor – miR-122 inhibition in Huh7 cells | actives 0.3% (n = 340,000) | Huh7 miR-122 Renilla luciferase sensor, 48 h; neutral wells = 0, positive control = 100 | activation (reporter increase), % at 12.5 µM | AID 602342;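 active means mean replicate activation score at least 90 and every replicate individually at or above 90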;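 further: higher luciferase means less miR-122 activity so hits act as miR-122 inhibitors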
Statin myotox sup – suppressors of simvastatin-induced myotoxicity in C2C12 myotubes | ATP luminescence, 48 h; scaled: DMSO 0, geranylgeraniol control 100 | rescue of ATP level, % at 7.49 µM | actives 0.78% (n = 330,000);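 active means mean ATP rescue above about 67%, or every replicate alone reaching that limit, limit read from the data, passing the limit was not always enough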;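 further: myotubes were challenged with 10 µM simvastatin during compound exposure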
Cneo AK release – causes C. neoformans cell lysis. adenylate kinase release luminescence, 4 h; normalised: neutral wells 0, clomiphene wells 100. lysis activity, % at 15 µM. actives 0.2% (n = 360,000);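 active means mean lysis activity across replicates of at least 80%, whatever share of replicates individually reach that level; inactive means mean lysis activity below 80%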
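Material: C. neoformans cells | Amount: Yeast cell density of 5 × 10^6 cells/mL | Medium: Fresh YPD growth medium | Dosing: Single dose | Times: Static 4 h at 37 °C with compound, 1 h detection | Detection: AK luminescence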
GSIS activator – GLuc luminescence reporter in INS-1E cells, primary screen for activators of glucose-dependent secretion of insulin. INS-1E GLuc reporter insulin secretion, 2-3 h. activation, % at 16.6 µM. actives 0.61% (n = 370,000). AID 743287;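 active means lowest replicate activation of at least 40%, so every replicate reaches that level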;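 further: 0% = median of neutral control wells and 100% = median of IBMX positive control wells; some compounds called inactive have numbers as strong as hits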
FN deposition inh – fibronectin deposition inhibition; inhibition, % at 12.6 µM; AH1F fibroblasts, Alexa488-fibronectin deposition fluorescence, overnight; actives 0.086% (n = 350,000);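 active means mean inhibition across replicates of 30% or more, regardless of how many single replicates reach that level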;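 further: positive control wells lacked labelled fibronectin entirely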
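Assay system: AH1F fibroblasts assembling fluorescent fibronectin matrix; Amount: 10000 AH1F cells per well; Buffer or medium: DMEM, 2% serum; Probe or stimulus: Alexa488-fibronectin, 24 nM final in well; Doses: single compound dose, delivered by pin transfer; Incubation: 1 h adhesion, overnight exposure; Measured by: fluorescence 485/525 nm; Read-out: fibronectin deposition inhibition.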
F508del corr – CFTR F508del correction in bronchial cells. AID 720511. actives 0.36% (n = 350,000). CFBE cells, YFP halide quenching; stimulated with forskolin plus potentiator P3; % fluorescence drop versus neutral controls. activity (quench increase), % at 7.58 µM;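 active means mean added fluorescence quench of at least 8% versus neutral control, with both replicates also reaching 8%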;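 further: cells transiently co-express mutant CFTR-F508del with the halide-sensitive YFP; corrector assay measuring rescue of mutant channel to the surface after 24 h compound exposure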
PGC1a acetyl inh – PGC1a acetylation modulation, inhibitor mode; U2OS PGC1a acetylation, AlphaScreen anti-acetyl-lysine; with virally co-expressed GCN5 acetyltransferase; inhibition, % at 15.6 µM; actives 0.17% (n = 350,000);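 active means every replicate shows inhibition of at least 40%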;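 further: 0% = neutral control wells and 100% = positive control wells; some results beyond the cut were filed as inactive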
An asterisk follows results filed as active; x = no result given; [ ] = another dose, or the depositor's remark.

SMILES	PglD inh	miR-122 sensor	Statin myotox sup	Cneo AK release	GSIS activator	FN deposition inh	F508del corr	PGC1a acetyl inh
CCCS(=O)(=O)N1CCCC(C(=O)NCCCN(CC)c2cccc(C)c2)C1 (stereo unspecified)	1	-1	21	0	x	x	x	-7
O=C(COC(=O)c1ccc(Br)c(S(=O)(=O)N2CCOCC2)c1)NCC1CCCO1 (stereo unspecified)	2	-2	x	2	x	x	x	4
COc1ccc(/C=C2/C(=O)N(c3ccccc3)N=C2C)cc1	-1	-12	x	0	x	x	x	10
COc1ccc(C(C)=O)c(OC(=O)c2ccco2)c1	3	-3	2	0	x	21	x	7
O=C(COC(=O)c1c(Cl)cccc1Cl)NCc1cccs1	-11	3	-3	-1	-9	-1	6.1	15
NC(=O)COc1ccc(NC(=O)OCc2ccccc2)cc1	1	0	-3	2	38	x	x	-9
CCC(NS(=O)(=O)c1ccc2c(c1)Cc1cc(S(=O)(=O)NC(CC)C(=O)O)ccc1-2)C(=O)O (stereo unspecified)	-2	-3	1	0	-6	0	1.8	4
Cc1noc(C)c1COc1ccccc1C(=O)NNC(=O)c1ccccc1F	-5	16	-2	1	10	10	4.6	2
Cc1ccc(C(=O)NNC(=O)C(C)Oc2ccccc2F)cc1S(=O)(=O)N1CCOCC1 (stereo unspecified)	-4	1	2	-3	-6	x	1.8	x
COc1ccc([C@H]2CC(=O)C=C(c3ccc(C)c(F)c3)C2)cc1	-1	x	-11	-1	x	-9	3.8	x
COc1cccc(CNC(=O)C2CCN(S(=O)(=O)c3cccs3)CC2)c1	1	0	5	-6	-3	x	0.6	x
Cc1c(C(=O)NCc2ccc(C#N)cc2)sc(=O)n1Cc1ccccn1	-5	x	-18	-1	5	7	-2.2	x
CC(=O)Nc1ccc(S(=O)(=O)n2cnc(C)c2)cc1	2	-8	0	10	x	x	x	-7
CC(C1CC2CCC1C2)n1c(-c2cccs2)n[nH]c1=S (stereo unspecified)	1	10	x	15	-16	-12	0.5	1
COc1ccccc1NS(=O)(=O)c1ccc(C)c(C(=O)Nc2ccc(S(=O)(=O)Nc3onc(C)c3C)cc2)c1	7	3	1	-1	29	-4	-2.1	17

Continued (7 carried over from the part before).
SMILES	PglD inh	miR-122 sensor	Statin myotox sup	Cneo AK release	GSIS activator	FN deposition inh	F508del corr	PGC1a acetyl inh
Cc1ccc(C(=O)NNC(=O)C(C)Oc2ccccc2F)cc1S(=O)(=O)N1CCOCC1 (stereo unspecified)	-4	1	2	-3	-6	x	1.8	x
COc1ccc([C@H]2CC(=O)C=C(c3ccc(C)c(F)c3)C2)cc1	-1	x	-11	-1	x	-9	3.8	x
COc1cccc(CNC(=O)C2CCN(S(=O)(=O)c3cccs3)CC2)c1	1	0	5	-6	-3	x	0.6	x
Cc1c(C(=O)NCc2ccc(C#N)cc2)sc(=O)n1Cc1ccccn1	-5	x	-18	-1	5	7	-2.2	x
CC(=O)Nc1ccc(S(=O)(=O)n2cnc(C)c2)cc1	2	-8	0	10	x	x	x	-7
CC(C1CC2CCC1C2)n1c(-c2cccs2)n[nH]c1=S (stereo unspecified)	1	10	x	15	-16	-12	0.5	1
COc1ccccc1NS(=O)(=O)c1ccc(C)c(C(=O)Nc2ccc(S(=O)(=O)Nc3onc(C)c3C)cc2)c1	7	3	1	-1	29	-4	-2.1	17
C[C@H]1CN([C@@H](C)CO)C(=O)c2cccc(NC(=O)Nc3ccc(C(F)(F)F)cc3)c2O[C@H]1CN(C)S(C)(=O)=O	-6	-4[16.7 µM]	-2	-10	-5	6	-1.1	-3
COc1ccc(CCN2CCCC(CN(C)C(=O)c3cc(C)oc3C)C2)cc1 (stereo unspecified)	-6	-10	-1	1	-2	1	0.0	2
COC(=O)c1[nH]c2c(c1C)C(=O)CC(c1cc(OC)ccc1OC)C2 (stereo unspecified)	0	12	-51	-1	0	-21	3.6	-8
Cc1noc(C)c1S(=O)(=O)N(C)C[C@@H]1Oc2ccc(NS(=O)(=O)c3ccc(F)cc3)cc2CC(=O)N([C@H](C)CO)C[C@@H]1C	x	-2[16.7 µM]	-1	x	-11	x	2.2	9
COc1ccc(-c2c3c(cc4ncn(Cc5ccccc5)c24)COC3=O)cc1	-6	-7	-28	10	14	-13	0.1	4
COc1ccccc1-c1ccc([C@@H]2[C@@H](CO)N3CCCCN(C(=O)CN4CCOCC4)C[C@@H]23)cc1	-4	6[16.7 µM]	-16	0	1	x	1.4	-7
CCOc1cc(Cl)c(S(=O)(=O)NCCCn2ccnc2)cc1Cl	-2	23	-27	-1	-14	3	1.5	x
CC1CCCCN1CCCNC(=O)c1ccc2c(=O)n(CCc3ccccc3)c(=O)[nH]c2c1 (stereo unspecified)	-1	1	-22	-1	x	-3	x	-3
Cc1ccc(C(=O)N2CCN(c3ncccn3)CC2)c(C)c1	-3	-3	7	-1	19	-7	0.9	14
Cc1cccc(Nc2ncnc3onc(-c4cccc(Cl)c4)c23)c1C	1	0	-9	-7	9	4	0.6	3
O=C(O)c1ccc(N2C(=O)c3ccccc3C2=O)cc1[N+](=O)[O-]	2	-2	6	-1	x	-1	0.1	-7
Cc1cccc(N=C2NC(=O)/C(=C/c3cccn3C)S2)c1C	-7	1	21	1	-7	-10	3.8	5
CCC(=O)N[C@H]1C=C[C@@H](CC(=O)NCCN2CCCCC2)O[C@H]1CO	0	x	-5	7	-3	-6	-1.0	-8
Cn1ccnc1SCC(=O)Nc1ccc2c(c1)OCCO2	0	-5	16	-3	3	x	0.6	2
CCCCOC(=O)c1ccc(NC(=O)CSc2nnnn2C)cc1	-3	-2	3	-3	6	0	-1.5	-1
CN1CCN(C(=O)C[C@@H]2C[C@H]3c4cc(NC(=O)CC5CC5)ccc4O[C@H]3[C@H](CO)O2)CC1	1	3[16.7 µM]	1	-3	-3	5	-0.6	-17
O=C(COC(=O)c1n[nH]c2ccccc12)NC(=O)NCc1ccco1	-10	-1	73*	1	x	x	x	-9
Cc1cccc(NC(=O)N2CCC(NC(=O)c3ccco3)CC2)c1	x	x	2	x	10	-1	-2.2	1
O=C(Nc1ncc([N+](=O)[O-])s1)C1CC(=O)N(c2ccc(F)cc2)C1 (stereo unspecified)	-8	1	-25	-1	-27	-1	-0.7	x
O=C(/C=C/c1ccc(OCc2cccc(Cl)c2)cc1)N1CCOCC1	x	x	x	x	-41	4	4.1	-1
C[C@H](CO)N1C[C@H](C)[C@H](CN(C)S(C)(=O)=O)Oc2ccc(NC(=O)Cc3cn(C)c4ccccc34)cc2CC1=O	-1	6[16.7 µM]	0	0	-7	x	-0.6	-7
CC(C)C[C@H]1COCCS(=O)(=O)N1Cc1ccc(Cl)c(Cl)c1	-3	-6	-4	1	-26	3	0.9	-8
C[C@H]1CN([C@@H](C)CO)C(=O)CCCn2nncc2CO[C@H]1CN(C)C(=O)Nc1cccc(F)c1	2	1[16.7 µM]	6	-2	-7	0	-2.3	-6
COc1ccc(-c2ccc(CNCCCN3CCOCC3)o2)cc1Cl	-14	-4	6	1	39	8	0.5	-9
CC(OC(=O)/C=C/c1ccc(Br)cc1)C(=O)N1CCOCC1 (stereo unspecified)	-6	x	-14	0	-2	3	2.9	-9
O=C(C1CCCC1)N1CC(=O)N2[C@@H](CO)[C@H](c3ccc(C#CCc4ccccc4)cc3)[C@@H]2C1	x	x	x	x	9	5	3.5	-2
O=C(Nc1ccccc1C(=O)Nc1cccnc1)c1ccccc1	-4	7	0	1	1	x	1.0	-8
CCN(CC(=O)Nc1ccc(NC(C)=O)cc1)C(=O)/C=C/c1cn(-c2ccccc2)nc1-c1ccc(C)cc1	1	-1	-1	0	0	3	0.8	-2
COCCN(C(=O)CNC(=O)c1ccco1)C(C(=O)NC1CCCC1)c1cccc(OC)c1 (stereo unspecified)	1	0	20	-2	13	11	2.0	-1
CC(CNC(=O)CN1C(=O)CCSc2ccccc21)c1ccccc1 (stereo unspecified)	-4	x	-5	1	20	7	-2.6	-5
C[C@@H]1CN([C@H](C)CO)C(=O)CCCn2cc(nn2)CO[C@H]1CN(C)Cc1ccccc1C(=O)O	2	-5[16.7 µM]	0	-1	-13	-2	-1.7	-1
O=C(Nc1ncccc1Cl)c1ccc2c(c1)OCCO2	0	x	x	3	3	1	-0.3	-10
CCC(C)N1CC(O)=C(c2nc3ccccc3[nH]2)C1=N (stereo unspecified)	-6	-5	0	1	-6	x	0.6	1
Cc1cc(C(=O)Nc2cccc3c2O[C@H](CN(C)S(C)(=O)=O)[C@H](C)CN([C@H](C)CO)C3=O)n(C)n1	3	13[16.7 µM]	x	43	16	x	-0.7	x
O=C(CCC1CCCCC1)Nc1nnc(C(F)(F)F)s1	-10	2	-20	1	x	-1	-1.7	0
O=C(O)C(CCC(C(=O)O)c1ccccc1)c1ccccc1 (stereo unspecified)	11	-2	-1	1	10	3	1.9	5
Cc1cc(C)nc(NNS(=O)(=O)c2c(F)cc(F)cc2Br)n1	3	x	-5	1	x	-2	-1.5	x
CCOc1ccc(NC(=O)c2ccc(NC(=O)c3ccccc3Br)cc2)cc1	3	-5	-31	-1	25	-5	0.8	5
CCOC(=O)C1=C(O)C(=O)N(Cc2ccccc2)C1	-3	-4	9	1	-14	-12	-2.6	-2
O=C(C[C@H]1C[C@H]2c3cc(NC(=O)Cc4ccncc4)ccc3O[C@H]2[C@H](CO)O1)NCc1cccnc1	3	3[16.7 µM]	-2	-3	-23	-3	-0.8	-12
CCCC(=O)Nc1ccc2c(c1)C(=O)N(C)C[C@@H](OC)[C@H](C)CN(CC1CCOCC1)[C@H](C)CO2	x	-1[16.7 µM]	2	x	14	5	-0.3	-17
C[C@H]1CCCCO[C@@H](CN(C)Cc2ccncc2)[C@@H](C)CN([C@@H](C)CO)C(=O)c2cc(NC(=O)Nc3ccccc3)ccc2O1	-2	-6[16.7 µM]	x	99*	-23	-8	0.7	2
Cc1ccc(-c2ccc(=O)n(CC(=O)NCCN(CC(C)C)CC(C)C)n2)cc1	-2	-4	6	0	-10	-12	2.7	0
C[C@H](CO)N1C[C@H](C)[C@H](CN(C)C(=O)Nc2cccc3ccccc23)Oc2ccc(NC(=O)C3CC3)cc2CC1=O	x	-6[16.7 µM]	21	x	5	x	2.4	-9
O=C(c1cnc2n(c1=O)CCS2)N1CCN(c2ccccc2F)CC1	0	x	5	-1	0	-4	-0.9	x
CCOC(=O)c1cnc2c(Cl)cccc2c1NCCN(C)C	-2	0	7	4	x	-3	x	1
CC(C)C#Cc1ccc2c(c1)O[C@@H](CN(C)Cc1ccccn1)[C@H](C)CN([C@@H](C)CO)S2(=O)=O	1	0[16.7 µM]	-79	-1	-15	16	-2.9	-8
CCCS(=O)(=O)N1CCN(C(=O)c2ccco2)CC1	1	x	x	0	18	2	x	8
O=C(CSc1nc2ccccc2c(=O)n1NC(=O)c1ccccc1)c1ccc(Cl)cc1	-6	-7	1	-2	x	7	x	x
CCN(CC1COc2ccccc2O1)C(=O)CN1C(=O)NC(C)(c2ccc(C)cc2)C1=O (stereo unspecified)	2	x	16	-2	-44	-8	-3.5	-23
C[C@@H]1CCCCO[C@H](CN(C)Cc2ccncc2)[C@@H](C)CN([C@H](C)CO)C(=O)c2cc(NC(=O)Nc3ccc4c(c3)OCO4)ccc2O1	-3	5[16.7 µM]	x	0	-2	x	-0.1	7
